Screening results deposited in PubChem by several laboratories.
NR2F2 inh – NR2F2 transcriptional activity inhibitors, primary screen, cell-based, luciferase reporter, HEK293T, luminescence; inhibition, % at 8.6 µM; HEK293T NGFI-A luciferase reporter; 370,000 tested, 0.7% active;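 active = inhibition above a per-plate cutoff, mean inhibition of test wells between control levels plus 3 SD, cut at about 38% in these data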;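 note: cells cotransfected with COUP-TFII expression vector driving the NGFI-A reporter; 0% = median of COUP-TF2 test wells and 100% = reporter-only cells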
TWEAK Fn14 block – inhibitors of TWEAK-Fn14 signaling, primary screen, luciferase reporter cells, uHTS; 360,000 tested, 2% active; TWEAK-stimulated Fn14 reporter cells, luciferase luminescence, 8 h; inhibition, % at 10 µM; in the data active = inhibition above about 50%
NR5A2 inv ag – LRH-1 (NR5A2) inverse agonists, primary screen, cell-based, luminescence, HEK293T, StAR-luciferase reporter. Nuclear receptor subfamily 5 group A member 2 (Homo sapiens), O00482. LRH-1 transfected, 24 h. inhibition, % at 3.6 µM. 360,000 tested, 0.13% active;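 active = inhibition above the mean inhibition of all tested compounds plus 3 SD, cut at about 73% in these data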;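 note: 0% = DMSO wells and 100% = reporter-only cells lacking LRH-1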
Target sequence (O00482 whole entry, looked up): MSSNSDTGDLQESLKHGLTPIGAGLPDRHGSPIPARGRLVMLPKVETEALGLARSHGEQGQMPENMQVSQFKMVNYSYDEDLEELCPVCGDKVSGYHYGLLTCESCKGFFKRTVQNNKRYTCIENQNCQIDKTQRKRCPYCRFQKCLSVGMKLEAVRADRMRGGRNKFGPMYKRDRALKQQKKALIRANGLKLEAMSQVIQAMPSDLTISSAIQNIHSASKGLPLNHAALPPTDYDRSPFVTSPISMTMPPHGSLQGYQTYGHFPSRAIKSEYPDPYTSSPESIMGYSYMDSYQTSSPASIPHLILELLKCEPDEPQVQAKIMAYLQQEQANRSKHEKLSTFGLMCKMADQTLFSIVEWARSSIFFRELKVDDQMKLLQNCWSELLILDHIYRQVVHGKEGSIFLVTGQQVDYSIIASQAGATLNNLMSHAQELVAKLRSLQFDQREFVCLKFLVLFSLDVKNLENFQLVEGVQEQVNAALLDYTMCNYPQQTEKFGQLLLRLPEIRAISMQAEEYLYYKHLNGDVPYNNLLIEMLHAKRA
NOD2-RIPK2 inh – NOD2-RIPK2 binding disruptors in cells, primary screen, fluorescence, CHO cells, BLA complementation. CCF4 ratio. inhibition, % at 4.98 µM. 360,000 tested, 0.38% active. AID 624267, 2012; in the data active = inhibition above about 21%;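 note: 0% = vehicle only and 100% = reference blocker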
Target sequence (O43353 whole entry, looked up): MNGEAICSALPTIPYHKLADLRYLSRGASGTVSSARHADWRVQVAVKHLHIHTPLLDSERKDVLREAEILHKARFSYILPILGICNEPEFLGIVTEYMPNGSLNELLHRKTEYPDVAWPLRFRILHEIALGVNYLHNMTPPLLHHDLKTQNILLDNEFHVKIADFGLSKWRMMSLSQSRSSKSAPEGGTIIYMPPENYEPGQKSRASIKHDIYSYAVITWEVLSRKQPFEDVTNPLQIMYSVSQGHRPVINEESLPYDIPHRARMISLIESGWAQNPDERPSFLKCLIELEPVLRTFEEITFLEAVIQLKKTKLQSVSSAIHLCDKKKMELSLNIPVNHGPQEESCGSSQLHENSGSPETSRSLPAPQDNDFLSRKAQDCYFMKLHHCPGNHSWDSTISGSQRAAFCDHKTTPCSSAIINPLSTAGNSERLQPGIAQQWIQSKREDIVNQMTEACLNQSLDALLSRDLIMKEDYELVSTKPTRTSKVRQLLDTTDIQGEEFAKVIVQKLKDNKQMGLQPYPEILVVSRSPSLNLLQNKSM
TRAIL sens C8 – viability loss with TRAIL in NB7+C8 cells, primary screen, TRAIL sensitizer project, cell-based, ATPlite luminescence. inhibition (viability loss, TRAIL sensitization), % at 10 µM. 360,000 tested, 1% active;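 active = compounds causing at least 50% loss of cell viability in the single-dose screen, relative to plate controls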
LMP1 NFkB inh – EBV LMP1-driven NF-kappaB luciferase reporter inhibitors, primary screen, cell-based, luminescence, single point; LMP1-induced NF-kappaB luciferase reporter cells; inhibition, % at 12.5 µM; 350,000 tested, 0.69% active; AID 504558, 2011; in the data active = inhibition above about 41%;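 note: 0% = neutral control wells and 100% = reference inhibitor control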
TLR9-MyD88 inh – inhibitors of TLR9-MyD88 association in cells, primary screen, cell-based, CHO, BLA complementation, fluorescence | CCF4 FRET ratio | inhibition, % at 4.98 µM | 340,000 tested, 0.21% active | AID 504734, 2011;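 active = inhibition above the mean over all tested compounds plus 3 SD, cut at about 21% in these data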;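 note: 0% = DMSO only wells and 100% = clavulanate BLA inhibitor control wells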
SRC3 inh – SRC3 coactivator transcriptional activity inhibitors, primary screen, cell-based, luminescence. Nuclear receptor coactivator 3 (Homo sapiens), Q9Y6Q9. HEK293 GAL4-SRC3 luciferase reporter. inhibition, % at 3.6 µM. 360,000 tested, 0.17% active. AID 588352, 2011;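 active = inhibition above a per-campaign cutoff, the mean of all compounds plus 3 SD, cut at about 60% in these data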;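 note: 0% = DMSO-treated cells and 100% = gossypol-treated cells at 36 µM; higher means less SRC3-driven luciferase light from the GAL4 reporter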
TROY signal inh – inhibitors of TROY-driven NF-kB signaling, primary screen, Q293 LMP1-TROYcd cells, NF-kB luciferase, uHTS; inhibition, % at 10 µM; AID 1347056, 2019; Q293 LMP1-TROYcd NF-kB luciferase reporter, 4 h; 360,000 tested, 0.98% active;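 active = compounds whose plate-normalised and pattern-corrected inhibition of the luciferase reporter signal at the single screening dose is 50% or more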
SRC1 inh – SRC1 coactivator transcriptional activity inhibitors, primary screen, cell-based, luminescence | HEK293 GAL4-SRC1 luciferase reporter | inhibition, % at 3.6 µM | 360,000 tested, 0.12% active | Nuclear receptor coactivator 1 (Homo sapiens), Q15788;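 active = inhibition above the campaign mean plus 3 SD, with each screening campaign given its own cutoff, cut at about 60% in these data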;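 note: 0% = DMSO treated cells and 100% = gossypol at 36 µM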
SRC2 inh – inhibition of GAL4-SRC2 driven luciferase reporter, primary screen, SRC2 inhibitor project, cell-based, luminescence; HEK293 GAL4-SRC2 luciferase reporter; 370,000 tested, 0.17% active; inhibition, % at 9 µM;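 active = inhibition above the mean inhibition of all tested compounds plus 3 SD, set per campaign, cut at about 52% in these data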;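 note: 0% = DMSO treated cells and 100% = cells given Gossypol at 36 µM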
An asterisk follows results filed as active. An excerpt; the hit share may differ from the screen's.

Start of the listing, in advance:
How did O=C(COC(=O)Cc1ccc(Cl)cc1)Nc1cc(S(=O)(=O)N2CCOCC2)ccc1N1CCCC1 do in these assays?
NR2F2 inh: 10; TWEAK Fn14 block: 5; NR5A2 inv ag: 1; NOD2-RIPK2 inh: -5; TRAIL sens C8: 1; LMP1 NFkB inh: -2; TLR9-MyD88 inh: -3; SRC3 inh: 0; TROY signal inh: 2; SRC1 inh: 2; SRC2 inh: 0

How did Cc1ccccc1S(=O)(=O)Cc1ccc(C(=O)O)o1 do in these assays?
NR2F2 inh: -4; TWEAK Fn14 block: 13; NR5A2 inv ag: -7; NOD2-RIPK2 inh: 1; TRAIL sens C8: 15; LMP1 NFkB inh: -3; TLR9-MyD88 inh: 11; SRC3 inh: 5; TROY signal inh: -11; SRC1 inh: 9; SRC2 inh: -5

Results, from the first entry:
How did O=C(COC(=O)Cc1ccc(Cl)cc1)Nc1cc(S(=O)(=O)N2CCOCC2)ccc1N1CCCC1 do in these assays?
NR2F2 inh: 10; TWEAK Fn14 block: 5; NR5A2 inv ag: 1; NOD2-RIPK2 inh: -5; TRAIL sens C8: 1; LMP1 NFkB inh: -2; TLR9-MyD88 inh: -3; SRC3 inh: 0; TROY signal inh: 2; SRC1 inh: 2; SRC2 inh: 0

How did Cc1ccccc1S(=O)(=O)Cc1ccc(C(=O)O)o1 do in these assays?
NR2F2 inh: -4; TWEAK Fn14 block: 13; NR5A2 inv ag: -7; NOD2-RIPK2 inh: 1; TRAIL sens C8: 15; LMP1 NFkB inh: -3; TLR9-MyD88 inh: 11; SRC3 inh: 5; TROY signal inh: -11; SRC1 inh: 9; SRC2 inh: -5

What do the screens show for `O=C(NCCc1csc(-c2cccnc2)n1)c1ccccc1Br`?
NR2F2 inh: 8; TWEAK Fn14 block: 3; NR5A2 inv ag: -1; NOD2-RIPK2 inh: -6; TRAIL sens C8: 5; LMP1 NFkB inh: 6; TLR9-MyD88 inh: 5; SRC3 inh: 14; TROY signal inh: -2; SRC1 inh: -4; SRC2 inh: 9

Results for C#CCOCCOCCOCCNc1nc(N2CCN(C(=O)[C@H](CCC(=O)O)n3cc(CN)nn3)CC2)nc(N2CCN(C(=O)[C@H](CCCN=C(N)N)n3cc(C(N)[C@@H](C)CC)nn3)CC2)n1 (some centres not stated) ?
NR2F2 inh: -7; TWEAK Fn14 block: 3; NR5A2 inv ag: -8; NOD2-RIPK2 inh: -17; TRAIL sens C8: 3; LMP1 NFkB inh: -2; TLR9-MyD88 inh: -11; SRC3 inh: 7; TROY signal inh: -4; SRC1 inh: -5; SRC2 inh: 20

Results for O=C1S/C(=C\C=C\c2ccco2)C(=O)N1c1ccc(O)cc1 ?
NR2F2 inh: -12; TWEAK Fn14 block: 0; NR5A2 inv ag: -66; NOD2-RIPK2 inh: -5; TRAIL sens C8: 40; LMP1 NFkB inh: 2; TLR9-MyD88 inh: 1; SRC3 inh: -77; TROY signal inh: -16; SRC1 inh: -67; SRC2 inh: -34

How did CC(=O)Nc1ccc(OCC(=O)NCc2ccccc2)cc1 do in these assays?
NR2F2 inh: 1; TWEAK Fn14 block: -14; NR5A2 inv ag: 0; NOD2-RIPK2 inh: -11; TRAIL sens C8: -21; LMP1 NFkB inh: 6; TLR9-MyD88 inh: 9; SRC3 inh: -2; TROY signal inh: -2; SRC1 inh: 2; SRC2 inh: 4

What do the screens show for `COc1ccc(N2CCN(C(=O)C(OC(C)=O)c3ccccc3)CC2)cc1` (configuration not stated)?
NR2F2 inh: -1; TWEAK Fn14 block: -40; NR5A2 inv ag: -5; NOD2-RIPK2 inh: 1; TRAIL sens C8: -10; LMP1 NFkB inh: 7; TLR9-MyD88 inh: -3; SRC3 inh: 7; TROY signal inh: -4; SRC1 inh: -7; SRC2 inh: -15

Results for O=C(CNC(=O)c1ccccc1F)N/N=C\C=C\c1ccccc1 ?
NR2F2 inh: 3; TWEAK Fn14 block: -21; NR5A2 inv ag: -1; NOD2-RIPK2 inh: -2; TRAIL sens C8: -40; LMP1 NFkB inh: 10; TLR9-MyD88 inh: -1; SRC3 inh: -1; TROY signal inh: -6; SRC1 inh: -11; SRC2 inh: 4

What do the screens show for `CC(=O)NC1(c2ccc(F)cc2)CCN(C(=O)Nc2ccc(F)cc2F)CC1`?
NR2F2 inh: 7; TWEAK Fn14 block: -16; NR5A2 inv ag: -8; NOD2-RIPK2 inh: -9; TRAIL sens C8: 27; LMP1 NFkB inh: 0; TLR9-MyD88 inh: -8; SRC3 inh: 5; TROY signal inh: -21; SRC1 inh: 5; SRC2 inh: -41

Results for C=CCn1c(SC/C=C/c2ccccc2)nnc1-c1sc(N)nc1C ?
NR2F2 inh: 9; TWEAK Fn14 block: 13; NR5A2 inv ag: -2; NOD2-RIPK2 inh: -3; TRAIL sens C8: 8; LMP1 NFkB inh: -1; TLR9-MyD88 inh: -5; SRC3 inh: -10; TROY signal inh: 16; SRC1 inh: 0; SRC2 inh: -17

What do the screens show for `CC(=O)/C(N=Nc1ccc2c(c1)OCCO2)=C(\C)O`?
NR2F2 inh: 68*; TWEAK Fn14 block: 77*; NR5A2 inv ag: 35; NOD2-RIPK2 inh: -3; TRAIL sens C8: 6; LMP1 NFkB inh: -1; TLR9-MyD88 inh: 5; SRC3 inh: 57; TROY signal inh: 27; SRC1 inh: 43; SRC2 inh: 45

Results for Cc1ccnc(NC(=O)CCC(=O)N(CC(=O)NCCc2ccccc2)Cc2ccco2)c1 ?
NR2F2 inh: -3; TWEAK Fn14 block: 0; NR5A2 inv ag: 7; NOD2-RIPK2 inh: -4; TRAIL sens C8: -17; LMP1 NFkB inh: -24; TLR9-MyD88 inh: 4; SRC3 inh: -3; TROY signal inh: -28; SRC1 inh: -10; SRC2 inh: 19

Results for Cc1ccc(NC(=O)CSc2nnc(CNC(=O)c3ccccc3F)o2)cc1 ?
NR2F2 inh: -17; TWEAK Fn14 block: -4; NR5A2 inv ag: 7; NOD2-RIPK2 inh: -12; TRAIL sens C8: -2; LMP1 NFkB inh: 1; TLR9-MyD88 inh: -1; SRC3 inh: 9; TROY signal inh: -26; SRC1 inh: -3; SRC2 inh: 2

What do the screens show for `CCCC(=O)NC(=S)Nc1cc(-c2nc3ncccc3o2)ccc1C`?
NR2F2 inh: 30; TWEAK Fn14 block: -11; NR5A2 inv ag: -4; NOD2-RIPK2 inh: -1; TRAIL sens C8: -6; LMP1 NFkB inh: -2; TLR9-MyD88 inh: 3; SRC3 inh: 20; TROY signal inh: 7; SRC1 inh: 6; SRC2 inh: -13

What do the screens show for `Cc1cccc(N2C(=O)CC(N3CCN(c4cccc(C(F)(F)F)c4)CC3)C2=O)c1` (configuration not stated)?
NR2F2 inh: -10; TWEAK Fn14 block: 5; NR5A2 inv ag: -18; NOD2-RIPK2 inh: -5; TRAIL sens C8: -18; LMP1 NFkB inh: 5; TLR9-MyD88 inh: 4; SRC3 inh: -2; TROY signal inh: -21; SRC1 inh: -17; SRC2 inh: -24

What do the screens show for `Clc1ccc2noc(-c3ccccc3)c2c1`?
NR2F2 inh: -7; TWEAK Fn14 block: -11; NR5A2 inv ag: 2; NOD2-RIPK2 inh: 1; TRAIL sens C8: -7; LMP1 NFkB inh: 4; TLR9-MyD88 inh: 4; SRC3 inh: 19; TROY signal inh: 11; SRC1 inh: 8; SRC2 inh: 6

How did COC(=O)N/N=C(C)\C=C\c1ccco1 do in these assays?
NR2F2 inh: -2; TWEAK Fn14 block: 8; NR5A2 inv ag: -17; NOD2-RIPK2 inh: -7; TRAIL sens C8: 2; LMP1 NFkB inh: 9; TLR9-MyD88 inh: -6; SRC3 inh: -33; TROY signal inh: 8; SRC1 inh: 1; SRC2 inh: -2

What do the screens show for `COc1ccc(CCn2c(C)cc(C(=O)CSc3nnc(N)s3)c2C)cc1`?
TWEAK Fn14 block: -1; NR5A2 inv ag: -1; NOD2-RIPK2 inh: -3; TRAIL sens C8: -7; LMP1 NFkB inh: -10; TLR9-MyD88 inh: -3; SRC3 inh: 9; TROY signal inh: 7; SRC1 inh: 0

What do the screens show for `COc1nnc(-c2ccc(C)c(S(=O)(=O)NC(C)(C)CO)c2)c2ccccc12`?
NR2F2 inh: -6; TWEAK Fn14 block: -14; NR5A2 inv ag: 15; NOD2-RIPK2 inh: 14; TRAIL sens C8: 8; LMP1 NFkB inh: 9; TLR9-MyD88 inh: -8; SRC3 inh: 5; TROY signal inh: 29; SRC1 inh: -22; SRC2 inh: -16

How did O=C(Nc1cc(Cl)ccc1-n1cncn1)c1cn2ccccc2n1 do in these assays?
NR2F2 inh: -4; TWEAK Fn14 block: 9; NR5A2 inv ag: 16; NOD2-RIPK2 inh: -13; TRAIL sens C8: -1; LMP1 NFkB inh: 8; TLR9-MyD88 inh: 2; SRC3 inh: -9; TROY signal inh: -1; SRC1 inh: -26; SRC2 inh: -47

How did O=C(NC(=O)c1ccccc1)OCC(F)(F)F do in these assays?
NR2F2 inh: -7; TWEAK Fn14 block: 7; NR5A2 inv ag: -13; NOD2-RIPK2 inh: -9; TRAIL sens C8: 0; LMP1 NFkB inh: 1; TLR9-MyD88 inh: 6; SRC3 inh: 18; TROY signal inh: -40; SRC1 inh: -6; SRC2 inh: 0

What do the screens show for `C=CCNC(=O)NS(=O)(=O)c1ccc(C)cc1`?
NR2F2 inh: 9; TWEAK Fn14 block: 9; NR5A2 inv ag: -5; NOD2-RIPK2 inh: -14; TRAIL sens C8: -3; LMP1 NFkB inh: -1; TLR9-MyD88 inh: -15; SRC3 inh: 6; TROY signal inh: 11; SRC1 inh: -8; SRC2 inh: -6

How did Cc1ccc(O)c(NC(=O)c2cc(-c3ccco3)on2)c1 do in these assays?
NR2F2 inh: -6; TWEAK Fn14 block: -41; NR5A2 inv ag: -73; NOD2-RIPK2 inh: -7; TRAIL sens C8: 39; LMP1 NFkB inh: 0; TLR9-MyD88 inh: -8; SRC3 inh: -61; TROY signal inh: -37; SRC1 inh: -85; SRC2 inh: -87

How did Cc1ccccc1CN1C(=O)C2(OCCCO2)c2ccccc21 do in these assays?
TWEAK Fn14 block: -15; NR5A2 inv ag: -32; NOD2-RIPK2 inh: -3; TRAIL sens C8: 9; LMP1 NFkB inh: 1; TLR9-MyD88 inh: -5; SRC3 inh: 15; TROY signal inh: 9; SRC1 inh: 5

What do the screens show for `O=C(OCC(=O)N1CCN(S(=O)(=O)c2ccc(Cl)cc2)CC1)c1cccc(OC(F)F)c1`?
NR2F2 inh: 8; TWEAK Fn14 block: 13; NR5A2 inv ag: 14; NOD2-RIPK2 inh: 3; TRAIL sens C8: -14; LMP1 NFkB inh: 2; TLR9-MyD88 inh: -4; SRC3 inh: 2; TROY signal inh: 2; SRC1 inh: 26; SRC2 inh: -2
